# Screens: PubChem, Broad Institute
# E-selectin induc: induces E-selectin expression in human endothelial cells; activation, % at 7.58 µM; HUVEC E-selectin immunofluorescence imaging; normalized: neutral wells 0, TNF-alpha wells 100; AID 686992; 260,000 tested, 0.37% active;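 active = mean E-selectin-positive cell signal at least 10% of the positive control, reached in at least 60% of replicates, without over 20% cell loss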;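 also: in these data hits start at about 27%; measured in HUVEC primary endothelial cells; signal is the percent of cells scored E-selectin positive by PE staining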
# Target sequence (P16581 whole entry, looked up): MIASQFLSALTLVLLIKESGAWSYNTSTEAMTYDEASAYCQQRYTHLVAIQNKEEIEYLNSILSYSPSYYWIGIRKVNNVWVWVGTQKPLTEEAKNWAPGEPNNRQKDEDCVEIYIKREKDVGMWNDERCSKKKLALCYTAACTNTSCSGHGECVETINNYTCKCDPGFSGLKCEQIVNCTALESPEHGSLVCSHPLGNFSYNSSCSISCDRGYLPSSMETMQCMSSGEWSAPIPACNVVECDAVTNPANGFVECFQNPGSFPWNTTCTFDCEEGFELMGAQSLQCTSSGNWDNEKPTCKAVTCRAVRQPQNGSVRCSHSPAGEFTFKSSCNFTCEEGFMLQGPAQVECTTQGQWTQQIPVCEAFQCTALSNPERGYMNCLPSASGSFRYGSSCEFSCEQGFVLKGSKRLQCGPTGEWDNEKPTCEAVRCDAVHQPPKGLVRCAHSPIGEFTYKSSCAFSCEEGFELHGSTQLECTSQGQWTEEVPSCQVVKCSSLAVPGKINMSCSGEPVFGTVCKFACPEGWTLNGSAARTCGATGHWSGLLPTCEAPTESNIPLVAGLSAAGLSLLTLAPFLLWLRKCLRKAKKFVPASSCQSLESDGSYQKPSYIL
#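 Read-out basis: % PE-positive cells; Test system: HUVEC primary endothelial cells; Technique: immunofluorescence imaging; Dosing: single-point compound dose.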
# PGC1a acetyl inh: lowers PGC1a acetylation signal in U2OS cells | 350,000 tested, 0.17% active | AlphaScreen anti-acetyl-lysine; with virally co-expressed GCN5 acetyltransferase | inhibition, % at 15.6 µM | AID 651687;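 active = every replicate shows inhibition of at least 40%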;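 also: 0% = neutral control wells and 100% = positive control wells; some results beyond the cut were filed as inactive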
# miR122 inh: inhibitors of miR-122 in Huh7 cells | Huh7 miR-122 Renilla luciferase sensor, 48 h; neutral wells = 0, positive control = 100 | activation (reporter increase), % at 12.5 µM | 340,000 tested, 0.3% active | AID 602342;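 active = mean replicate activation score at least 90 and every replicate individually at or above 90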;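 also: higher luciferase means less miR-122 activity so hits act as miR-122 inhibitors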
# * hit, by the source's call; [ ] = dose if it differs, or a comment. These rows are one share of the data; rates above refer to the full screens.
SMILES,E-selectin induc,PGC1a acetyl inh,miR122 inh
C[C@@H]1CN([C@@H](C)CO)C(=O)CCCn2cc(nn2)CO[C@@H]1CN(C)C(=O)Nc1ccccc1F,0.0,7,-3[16.7 µM]
C[C@@H]1CN([C@H](C)CO)C(=O)Cc2cc(NC(=O)Nc3ccc(F)cc3)ccc2O[C@H]1CN(C)S(=O)(=O)c1cn(C)cn1,-12,-5,8[16.7 µM]
CNC[C@@H]1Oc2ncc(C#Cc3ccccc3F)cc2C(=O)N([C@H](C)CO)C[C@@H]1C,0.1,-1,-10[16.7 µM]
CC(C)C(=O)Nc1ccc2c(c1)C(=O)N(C)[C@@H]1CC[C@H](CC(=O)NCCc3ccccc3)O[C@H]1CO2,-0.2,-2,-23[16.7 µM]
C[C@@H]1CN([C@H](C)CO)C(=O)c2cccc(NC(=O)Nc3cccc4ccccc34)c2O[C@@H]1CN(C)Cc1ccc(-c2ccccc2)cc1,-8.6,1,-1[16.7 µM]
CNC(=O)C[C@H]1CC[C@@H]2[C@@H](COc3ccc(NC(=O)Nc4cccc(F)c4)cc3C(=O)N2C)O1,0.3,1,8[16.7 µM]
C[C@H](CO)N1C[C@H](C)[C@@H](CN(C)C(=O)Nc2ccc(C(F)(F)F)cc2)Oc2ccc(NS(=O)(=O)c3ccc(Cl)cc3)cc2C1=O,0.4,0,2[16.7 µM]
C[C@H](CO)N1C[C@H](C)[C@H](CN(C)S(=O)(=O)c2cccs2)Oc2ncc(C#Cc3ccc(C(F)(F)F)cc3)cc2C1=O,-0.3,6,15[16.7 µM]
CCCN1C[C@@H](C)[C@@H](OC)CN(C)C(=O)c2cc(NC(=O)c3cccc(OC)c3)ccc2OC[C@H]1C,-0.5,-27,-5[16.7 µM]
CNC[C@@H]1OCCCC[C@H](C)Oc2ccc(NC(=O)CCC(F)(F)F)cc2C(=O)N([C@H](C)CO)C[C@@H]1C,-0.2,3,-5[16.7 µM]
C[C@H]1CN([C@@H](C)CO)C(=O)c2cc(C3=CCCCC3)cnc2O[C@@H]1CN(C)C(=O)Cc1ccncc1,-0.1,-15,-2[16.7 µM]
CCCC(=O)Nc1ccc2c(c1)OC[C@@H](C)N(CCc1ccccc1)C[C@@H](C)[C@@H](OC)CN(C)C2=O,-0.6,6,-12[16.7 µM]
CCS(=O)(=O)Nc1ccc2c(c1)C(=O)N(C)C[C@@H](OC)[C@@H](C)CN(Cc1nccs1)[C@H](C)CO2,-0.1,0,1[16.7 µM]
C[C@@H]1CCCCO[C@H](CN(C)C)[C@@H](C)CN([C@H](C)CO)C(=O)c2cc(NC(=O)Cc3ccccc3)ccc2O1,0.1,-1,9[16.7 µM]
C[C@H]1CN([C@@H](C)CO)S(=O)(=O)c2ccc(C#CC3CCCC3)cc2O[C@@H]1CN(C)C(=O)c1cccc(F)c1,-0.2,18,26[16.7 µM]
CCNC(=O)[C@H]1[C@H](CO)[C@H]2Cn3c(ccc(-c4ccc(F)cc4)c3=O)[C@H]2N1Cc1ccccc1F,-0.2,-8,-9[16.7 µM]
COc1ccc(S(=O)(=O)N(C)C[C@@H]2Oc3ccc(NS(=O)(=O)c4cn(C)cn4)cc3C(=O)N([C@@H](C)CO)C[C@H]2C)cc1,-0.4,-2,-1[16.7 µM]
C[C@H]1CN([C@@H](C)CO)C(=O)c2cc(C#CC(C)(C)O)cnc2O[C@H]1CN(C)Cc1cccc(F)c1,0.3,-8,11[16.7 µM]
CN1c2ccccc2C(C)(C)C12CC(c1cccc(S(=O)(=O)N3CCCC3)c1)=NO2 (stereo not drawn),-0.7,6,-3
CC(C)N(C(=O)Cn1c(-c2ccccc2Cl)nc2ccccc21)c1ccccc1,-0.7,0,-8
C[C@@H]1CCCCO[C@@H](CN(C)C(=O)CCCN(C)C)[C@H](C)CN([C@@H](C)CO)C(=O)c2cc(NC(=O)c3ccccc3)ccc2O1,-0.2,7,-1[16.7 µM]
O=C(Nc1nnc(SCc2ccccc2Cl)s1)C1COc2ccccc2O1 (stereo not drawn),0.6,12,-1
C[C@@H]1CCCCO[C@H](CN(C)C)[C@@H](C)CN([C@@H](C)CO)C(=O)c2cc(NC(=O)C3CCCCC3)ccc2O1,0.0,2,5[16.7 µM]
C/C=C/c1ccc2c(c1)O[C@H](CNC)[C@@H](C)CN([C@H](C)CO)S2(=O)=O,2.2,4,1[16.7 µM]
C[C@@H]1CN([C@H](C)CO)C(=O)c2cccc(NS(=O)(=O)c3ccc(Cl)cc3)c2O[C@@H]1CN(C)S(=O)(=O)c1cn(C)cn1,0.0,-1,-5[16.7 µM]
CCC(Cc1ccccc1)NC(=O)CSc1ccsc1[N+](=O)[O-] (stereo not drawn),2.3,7,1
C[C@@H](O)C#Cc1cnc2c(c1)C(=O)N([C@@H](C)CO)C[C@H](C)[C@H](CN(C)Cc1ccc(-c3ccccc3)cc1)O2,-0.5,16,-5[16.7 µM]
COCCNC(=O)C[C@@H]1CC[C@H]2[C@@H](COc3ccc(NC(=O)Nc4cccc(F)c4)cc3C(=O)N2C)O1,0.0,-6,-27[16.7 µM]
C[C@H](CO)N1C[C@H](C)[C@@H](CN(C)C(=O)Nc2ccc3c(c2)OCO3)Oc2ccc(NS(=O)(=O)c3ccc(Cl)cc3)cc2CC1=O,0.1,0,-7[16.7 µM]
CNC[C@H]1Oc2ncc(C3=CCCC3)cc2C(=O)N([C@H](C)CO)C[C@H]1C,0.6,2,-3[16.7 µM]

# Fetched by compound from the entries so far, 3 records:
SMILES,E-selectin induc,PGC1a acetyl inh,miR122 inh
O=C(Nc1nnc(SCc2ccccc2Cl)s1)C1COc2ccccc2O1 (stereo not drawn),0.6,12,-1
CNC[C@H]1Oc2ncc(C3=CCCC3)cc2C(=O)N([C@H](C)CO)C[C@H]1C,0.6,2,-3[16.7 µM]
C/C=C/c1ccc2c(c1)O[C@H](CNC)[C@@H](C)CN([C@H](C)CO)S2(=O)=O,2.2,4,1[16.7 µM]

# Looked up above:
# `C[C@H](CO)N1C[C@H](C)[C@@H](CN(C)C(=O)Nc2ccc3c(c2)OCO3)Oc2ccc(NS(=O)(=O)c3ccc(Cl)cc3)cc2CC1=O` | miR122 inh: -7[16.7 µM]
# `COCCNC(=O)C[C@@H]1CC[C@H]2[C@@H](COc3ccc(NC(=O)Nc4cccc(F)c4)cc3C(=O)N2C)O1` | PGC1a acetyl inh: -6

# Ordered by count of non-hydrogen atoms (highest first): some entries from above.
SMILES,E-selectin induc,PGC1a acetyl inh,miR122 inh
COc1ccc(S(=O)(=O)N(C)C[C@@H]2Oc3ccc(NS(=O)(=O)c4cn(C)cn4)cc3C(=O)N([C@@H](C)CO)C[C@H]2C)cc1,-0.4,-2,-1[16.7 µM]
CC(C)C(=O)Nc1ccc2c(c1)C(=O)N(C)[C@@H]1CC[C@H](CC(=O)NCCc3ccccc3)O[C@H]1CO2,-0.2,-2,-23[16.7 µM]
C[C@@H]1CN([C@@H](C)CO)C(=O)CCCn2cc(nn2)CO[C@@H]1CN(C)C(=O)Nc1ccccc1F,0.0,7,-3[16.7 µM]

# Other records follow.
SMILES,E-selectin induc,PGC1a acetyl inh,miR122 inh
ON1C2CCCCC2N(O)C1c1c(F)c(F)c(F)c(F)c1F (stereo not drawn),4.4,-29,-6
C[C@@H]1CN([C@@H](C)CO)C(=O)c2cc(NC(=O)c3ccccc3)ccc2O[C@@H](C)CCCCO[C@@H]1CN(C)C,-0.1,0,0[16.7 µM]
COc1ccc(S(=O)(=O)Nc2cccc3c2O[C@@H](CN(C)C(=O)Nc2cccc4ccccc24)[C@H](C)CN([C@H](C)CO)C3=O)cc1,4.5,-9,0[16.7 µM]
CCCNC(=O)N[C@H]1CC[C@H](CC(=O)NC2CCC2)O[C@@H]1CO,-0.1,3,-10[16.7 µM]
C[C@H](CO)N1C[C@H](C)[C@H](CN(C)S(C)(=O)=O)Oc2cc(C3=CCCC3)ccc2S1(=O)=O,-0.1,-12,-2[16.7 µM]
C[C@@H]1CN([C@H](C)CO)S(=O)(=O)c2ccc(-c3ccc(F)cc3)cc2O[C@H]1CN(C)C(=O)Nc1ccc(F)cc1,0.4,-1,24[16.7 µM]
C[C@H](CO)N1C[C@H](C)[C@H](CN(C)C(=O)c2ccncc2)OCCCC[C@H](C)Oc2ccc(NC(=O)C3CCCCC3)cc2C1=O,-0.1,12,-3[16.7 µM]
C[C@@H]1CN([C@@H](C)CO)C(=O)c2cc(-c3ccc(F)cc3)cnc2O[C@H]1CN(C)Cc1ccc(F)cc1,0.0,-13,-9[16.7 µM]
CC(C)c1ccc(C(=O)NC2=NCCS2)cc1,2.8,3,-5
COc1ccc(S(=O)(=O)Nc2ccc3c(c2)C(=O)N([C@H](C)CO)C[C@@H](C)[C@@H](CN(C)C(=O)NC(C)C)O3)cc1,20,5,11[16.7 µM]
C[C@H]1CCCCO[C@@H](CN(C)S(=O)(=O)c2cccs2)[C@@H](C)CN([C@@H](C)CO)C(=O)c2cc(N(C)C)ccc2O1,0.2,-24,-7[16.7 µM]
C[C@@H]1CN([C@@H](C)CO)C(=O)Cc2cc(NC(=O)c3ccncc3)ccc2O[C@@H]1CN(C)C(=O)Nc1ccc(F)cc1,-0.2,11,-6[16.7 µM]
C[C@H](CO)N1C[C@H](C)[C@@H](CN(C)C)OCCCC[C@H](C)Oc2ccc(NS(C)(=O)=O)cc2C1=O,-0.3,6,2[16.7 µM]
Cc1noc(C)c1NC(=O)N(C)C[C@H]1Oc2ccc(NS(=O)(=O)c3c(C)noc3C)cc2C(=O)N([C@H](C)CO)C[C@H]1C,0.7,-1,-1[16.7 µM]
Cc1noc(C)c1S(=O)(=O)Nc1ccc2c(c1)C(=O)N([C@H](C)CO)C[C@@H](C)[C@@H](CN(C)C(=O)Nc1ccc(F)cc1)O2,-0.2,-7,-4[16.7 µM]
O=S(=O)(/N=C(/c1ccccc1)N1CCCCC1)c1ccccc1,0.4,-12,6
CC(C)NC(=O)N(C)C[C@@H]1OCCCC[C@H](C)Oc2ccc(NC(=O)CCC(F)(F)F)cc2C(=O)N([C@H](C)CO)C[C@H]1C,-0.2,0,3[16.7 µM]
C[C@H](CO)N1C[C@H](C)[C@H](CN(C)C(=O)C2CC2)Oc2ncc(/C=C/c3ccccc3)cc2C1=O,-0.1,13,21[16.7 µM]
C[C@H]1CN([C@@H](C)CO)C(=O)c2cc(NC(=O)CCC(F)(F)F)ccc2O[C@@H]1CN(C)Cc1ccc2c(c1)OCO2,0.0,0,10[16.7 µM]
COc1ccccc1Nc1nc(N)nc(CN2CCN(c3ccccc3F)CC2)n1,-0.8,7,0
C[C@@H]1CN([C@H](C)CO)S(=O)(=O)c2ccc(C3=CCCC3)cc2O[C@H]1CN(C)C(=O)c1cnccn1,-0.5,-13,15[16.7 µM]
COc1ccc(C#Cc2cnc3c(c2)C(=O)N([C@@H](C)CO)C[C@H](C)[C@@H](CN(C)C(=O)Nc2cccc(OC)c2)O3)cc1,-0.2,3,-8[16.7 µM]
C[C@@H]1CN([C@H](C)CO)S(=O)(=O)c2ccc(-c3cccnc3)cc2O[C@@H]1CN(C)C(=O)C1CC1,-0.6,4,0[16.7 µM]
COCCCNC(=O)C1CC(=O)OC1c1ccc(OC)c(OC)c1 (stereo not drawn),1.2,0,1
C[C@@H]1CN([C@@H](C)CO)S(=O)(=O)c2ccc(Br)cc2O[C@@H]1CN(C)C(=O)C1CCCCC1,-0.4,2,10[16.7 µM]
COc1ccc(-c2cnc3c(c2)C(=O)N([C@H](C)CO)C[C@@H](C)[C@H](CN(C)S(=O)(=O)c2ccc(OC)cc2)O3)cc1,-0.3,-2,2[16.7 µM]
C[C@@H]1CCCCO[C@@H](CN(C)C)[C@H](C)CN([C@@H](C)CO)C(=O)c2cc(NC(=O)NC3CCCCC3)ccc2O1,-0.3,-8,5[16.7 µM]
C[C@@H]1CN([C@@H](C)CO)C(=O)Cc2cc(NC(=O)Cc3cn(C)c4ccccc34)ccc2O[C@@H]1CN(C)S(=O)(=O)c1ccc(Cl)cc1,-1.5,-9,-6[16.7 µM]
C[C@@H]1CN([C@H](C)CO)C(=O)Cc2cc(NS(=O)(=O)c3ccc(F)cc3)ccc2O[C@@H]1CN(C)Cc1ccc(Cl)c(Cl)c1,0.1,3,-4[16.7 µM]
C[C@H](CO)N1C[C@H](C)[C@@H](CN(C)C(=O)C2CC2)Oc2cc(-c3ccc(F)cc3)ccc2S1(=O)=O,-0.3,5,28[16.7 µM]
C[C@H](CO)N1C[C@H](C)[C@H](CN(C)C(=O)C2CCCCC2)Oc2ncc(-c3cccnc3)cc2C1=O,0.6,1,-3[16.7 µM]
CCCC#Cc1cnc2c(c1)C(=O)N([C@@H](C)CO)C[C@@H](C)[C@H](CN(C)C(=O)C1CCCCC1)O2,0.8,1,-3[16.7 µM]
C[C@H](CO)N1C[C@H](C)[C@@H](CN(C)C(=O)C2CC2)Oc2ncc(Br)cc2C1=O,-0.1,6,7[16.7 µM]
COc1cccc(NC(=O)C[C@@H]2CC[C@@H]3[C@H](COc4ccc(NC(=O)C5CCOCC5)cc4C(=O)N3C)O2)c1,0.1,8,-8[16.7 µM]
CCCN(C)C[C@H]1OCCCC[C@@H](C)Oc2ccc(NS(=O)(=O)c3cn(C)cn3)cc2C(=O)N([C@H](C)CO)C[C@H]1C,-0.1,11,4[16.7 µM]
CO[C@H]1CN(C)C(=O)c2ccc(NC(=O)Nc3cccc(F)c3)cc2OC[C@@H](C)N(C(=O)C2CC2)C[C@H]1C,0.1,-19,15[16.7 µM]
CO[C@@H]1CN(C)C(=O)c2ccc(NC(=O)Nc3ccc(Cl)cc3)cc2OC[C@H](C)NC[C@H]1C,-0.2,17,-6[16.7 µM]
